Screening results: PubChem BioAssay, several laboratories
STK33 inh: inhibitors of human STK33 kinase | Q9BYT3 | purified STK33, MBP phosphorylation, ADP-Glo luminescence | inhibition, % at 10 µM | 320,000 compounds, 0.073% hits | AID 2661;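 active = inhibition at or above 25%, using the most active replicate where run in duplicate; inactive = inhibition below 25%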
Target sequence (Q9BYT3 whole entry, looked up): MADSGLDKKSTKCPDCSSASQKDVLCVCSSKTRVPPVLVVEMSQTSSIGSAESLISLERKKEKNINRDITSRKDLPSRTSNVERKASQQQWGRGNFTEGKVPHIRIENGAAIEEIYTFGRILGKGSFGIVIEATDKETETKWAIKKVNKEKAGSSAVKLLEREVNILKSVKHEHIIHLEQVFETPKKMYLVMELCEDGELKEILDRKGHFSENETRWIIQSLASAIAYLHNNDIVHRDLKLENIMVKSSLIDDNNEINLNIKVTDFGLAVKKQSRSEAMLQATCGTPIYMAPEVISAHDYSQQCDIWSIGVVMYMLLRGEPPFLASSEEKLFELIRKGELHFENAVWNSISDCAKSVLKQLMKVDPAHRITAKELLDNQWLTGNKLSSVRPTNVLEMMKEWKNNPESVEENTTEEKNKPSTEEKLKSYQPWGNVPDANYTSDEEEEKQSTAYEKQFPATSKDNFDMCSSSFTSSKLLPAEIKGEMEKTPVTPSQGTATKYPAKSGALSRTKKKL
Kir21 block: blocks the mouse Kir2.1 inward-rectifier potassium channel; AID 1672; 310,000 compounds, 0.85% hits; HEK293-Kir2.1, FluxOR thallium flux fluorescence; stronger effect = lower value; B-score at 10 µM;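 active = fluorescence ratio B-score at or below minus 3 SD of library scores, with starting-brightness B-score within 2 SD, cut at about -4.2 in these data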;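 also: channel flux triggered by added potassium and thallium sulfate stimulus; B-score of peak minus minimum fluorescence over baseline after thallium stimulus; more negative B-score means stronger Kir2.1 block with less thallium influx; some compounds called inactive have numbers as strong as hits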
Target sequence (P35561 whole entry, looked up): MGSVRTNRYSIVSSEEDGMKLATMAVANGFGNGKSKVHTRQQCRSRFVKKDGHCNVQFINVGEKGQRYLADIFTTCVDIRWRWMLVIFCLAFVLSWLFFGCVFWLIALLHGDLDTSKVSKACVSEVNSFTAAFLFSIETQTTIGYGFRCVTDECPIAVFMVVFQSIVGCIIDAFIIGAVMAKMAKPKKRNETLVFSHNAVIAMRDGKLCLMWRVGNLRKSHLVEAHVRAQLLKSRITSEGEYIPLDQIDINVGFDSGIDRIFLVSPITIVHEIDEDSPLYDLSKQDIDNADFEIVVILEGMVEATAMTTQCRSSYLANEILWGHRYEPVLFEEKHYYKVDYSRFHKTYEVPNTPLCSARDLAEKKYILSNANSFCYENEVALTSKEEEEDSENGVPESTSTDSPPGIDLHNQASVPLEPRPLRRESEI
An asterisk follows results filed as active; . = no result given.

SMILES	STK33 inh	Kir21 block
Cc1ccc(CNC(=O)CN(C(=O)C2(C)CC(=O)N=C3C=CC=CN32)c2cccc(C)c2C)cc1 (stereo not drawn)	0.1	1.1
CCOc1c(C)cnc2c1c(=O)n(Cc1ccccc1Cl)c(=O)n2C	0.2	-0.3
CCC(Sc1nc2ccc(N)cc2s1)C(=O)Nc1nccs1 (stereo not drawn)	0.2	-0.8
Cc1cc(C)n2nc(SCc3ncc(-c4ccccc4)o3)nc2n1	0.5	-0.2
Cc1ccc(S(=O)(=O)N2CCN(C(=O)COC(=O)C3CC3C)CC2)c(C)c1 (stereo not drawn)	-0.5	.
COc1ccc(C(CNC(=O)COc2cccc(C(F)(F)F)c2)N2CCCC2)cc1 (stereo not drawn)	-0.5	.
CCOc1ncccc1C(=O)OCC(=O)Nc1ccc(C(N)=O)cc1	-0.8	0.37
CSc1c(C#N)c(N)nc2sc(C(=O)c3ccccc3)c(N)c12	0.2	-1.8
CC(C)CCN1CCN(Cc2ccc3nsnc3c2)CC1CCO (stereo not drawn)	-1.3	-0.5
COC(=O)CN(c1ccccc1)S(=O)(=O)c1ccc(F)cc1	0.5	-2.6
COCCN(C(=O)CCc1nnc(Cc2c[nH]c3ccccc23)o1)C(C)C	0.1	0.2
O=[N+]([O-])c1ccc(C=Nc2ccc(Cl)cc2Cl)s1	0.1	-0.06
COCCn1c(=N)c(C(=O)NCc2ccco2)cc2c(=O)n3cc(C)ccc3nc21	-1.1	-1.3
CCc1cccc(NC(=O)Nc2cccs2)c1	0.2	-0.1
N#Cc1cccc(C(c2nnnn2Cc2ccccc2)N2CCCC2)c1 (stereo not drawn)	-1.7	-1
CCCOc1ccc(C(=O)NNC(=S)NC(=O)CC)cc1	-2.0	0.19
O=S(Cc1ccc(Br)cc1)Cc1nnc(SCc2c(F)cccc2Cl)n1-c1ccccc1 (stereo not drawn)	-0.1	-0.4
CC(NC(=O)CC1SC(N)=NC1=O)c1ccccc1 (stereo not drawn)	-2.5	0.17
CC(C)CC(NC(N)=O)C(=O)Nc1ccc(Oc2ccccc2)cc1 (stereo not drawn)	0.9	0.98
O=S(=O)(c1ccc(=S)[nH]c1)N1CCN(Cc2ccccc2)CC1	-0.5	.
CC(C)Sc1nc2c(cnn2-c2ccccc2)c(=O)[nH]1	-0.7	-0.02
COc1ccc(-c2sc3cc4c(cc3c2C#Cc2ccc(N)cc2)OCO4)cc1	0.0	.
CCCc1cc(=O)n2[nH]c(C)c(-c3ccc(OC)cc3)c2n1	0.2	0.03
CNC(=O)COc1cccc(C(=O)NCc2ccccc2)c1	-0.2	0.03
O=C(COC(=O)c1ccccc1Cl)NC1CCCCCC1	-0.7	.
CCC(C)(C)NC(=O)Cc1ccc(C)cc1	-0.8	0.85
CCn1c(CC(=O)Nc2ccccc2)nnc1SCC(=O)N1CCOCC1	-0.3	0.63
COc1ccc(NC(=O)c2cccs2)c([N+](=O)[O-])c1	-0.3	1.7
CSC1=NCCN1C(=O)c1c(-c2ccccc2Cl)noc1C	0.1	-1.2
CCCCCCCOc1ccc(C(=O)Nc2cccnc2)cc1	-0.1	-1.4
O=C(/C=C/c1cc([N+](=O)[O-])ccc1OC(F)F)Nc1cccc2ccccc12	0.7	-0.57
O=C(NCc1nc2ccccc2[nH]1)c1cccs1	0.1	0.12
Cc1c(Cl)cccc1NC(=O)CC1SC(=NCC2CCCO2)NC1=O (stereo not drawn)	-1.9	2.3
Cc1[nH]n(-c2ccc([N+](=O)[O-])cc2)c(=O)c1C=NCCc1c(C)[nH]c2ccccc12	-1.4	0.45
Cc1onc(-c2ccccc2)c1C(=O)NC(=S)NNC(=O)c1cc(-c2ccc(F)cc2)n[nH]1	0.2	0.42
Cc1cc(OCCCCn2ccnc2)cc(C)c1Cl	0.1	0.01
C/C(=N\O)c1ccc2c3ccccc3n(C)c2c1	0.6	0.42
CNc1n[nH]c(=S)s1	-2.2	1.2
O=C(O)c1ccccc1/C=N/Nc1ccc(S(=O)(=O)N2CCOCC2)cc1[N+](=O)[O-]	-0.7	0.26
O=C(NCc1ccccc1)C(c1ccccc1)N(C(=O)c1csnn1)C1CCCC1 (stereo not drawn)	-0.8	0.34
CCCN(CC(=O)Nc1cc(Cl)ccc1Cl)C(=O)CN1C(=O)C2CCCCC2C1=O (stereo not drawn)	-1.8	0.07
COc1ccc(CNCCC(c2ccccc2)C2CCOC(C)(C)C2)cc1 (stereo not drawn)	-0.5	-2.5
O=[N+]([O-])c1cccc2ncccc12	-0.6	0.37
Cc1ccc2c(c1)/C(=N/OC(=O)c1ccc(F)cc1)CCS2	0.8	-0.36
CCCCOc1ccc(Cl)cc1CSc1nncn1N	0.0	-0.4
Cc1ccc(S(=O)(=O)N2CCCC2)cc1C(=O)NCC(C)(C)N1CCOCC1	0.0	.
NCCNc1ccc([N+](=O)[O-])c(Sc2nc3ccccc3[nH]2)c1	0.2	1.8
COc1cccc(CNC(=O)CCC2CCCN(C(=O)c3ccc(OC)c(F)c3)C2)c1 (stereo not drawn)	0.3	-1.3
CCc1ccc(S(=O)(=O)/N=C2\C=C(Nc3ccc(O)cc3)C(=O)c3ccccc32)cc1	3.2	0.33
COc1ccc(S(=O)(=O)N(C)c2ccc(C(=O)Nc3cccnc3)cc2)cc1OC	1.2	2.3
CCc1ccc(Nc2n[n+](C)c(-c3ccncc3)s2)cc1	-1.7	1.4
CCCCCCn1c(CN2CCCCC2C)nc2c1c(=O)n(C)c(=O)n2C (stereo not drawn)	-0.4	-0.58
CCN1C(=O)[C@H]2[C@@H](c3ccc(C)cc3)N3C(=O)N(c4cccc(F)c4)C(=O)[C@@]3(C)[C@H]2C1=O	-0.6	-0.32
CC(C)(C)c1ccc(OCC(=O)N/N=C/C2CC=CCC2)cc1 (stereo not drawn)	.	1.2
CC(=O)OCC(=O)[C@@]1(O)CC[C@H]2[C@@H]3CCC4=CC(=O)C=C[C@]4(C)[C@H]3[C@@H](O)C[C@@]21C	0.0	0.93
Cc1ccc(C)c(/C(O)=C2/C(=O)C(=O)N(CCN3CCOCC3)C2c2ccco2)c1 (stereo not drawn)	-0.7	2
CC1=C(C(=O)OCc2ccccc2)C(c2cccc(Cl)c2Cl)NC(=O)N1CCCCCC(=O)O (stereo not drawn)	-0.9	-0.1
O=C(O)c1cccc(Nc2ncnc3sccc23)c1	-0.1	-1.3
CCOc1ccccc1NC(=O)CCn1nc(C)c(S(=O)(=O)N2CCCCC2)c1C	0.3	-0.1
O=C(CCn1c(=O)oc2ccccc21)Nc1cccc([N+](=O)[O-])c1	-0.4	-0.09

Nothing new here: four of the compounds above.
SMILES	STK33 inh	Kir21 block
Cc1ccc(S(=O)(=O)N2CCCC2)cc1C(=O)NCC(C)(C)N1CCOCC1	0.0	.
NCCNc1ccc([N+](=O)[O-])c(Sc2nc3ccccc3[nH]2)c1	0.2	1.8
COc1cccc(CNC(=O)CCC2CCCN(C(=O)c3ccc(OC)c(F)c3)C2)c1 (stereo not drawn)	0.3	-1.3
CCc1ccc(S(=O)(=O)/N=C2\C=C(Nc3ccc(O)cc3)C(=O)c3ccccc32)cc1	3.2	0.33

(cont.)
SMILES	STK33 inh	Kir21 block
CN(C(=O)c1ccc2c(c1)S(=O)(=O)N=C1CCCCCN12)c1ccccc1	2.4	0.31
COC(=O)[C@]1(C)CCC[C@@]2(C)C3CC[C@]4(OC(C)=O)C[C@@]3(CCC21)CC4=O (stereo partly drawn)	-0.8	.
CN(C)CCNC(=O)c1cc2c(s1)-c1ccccc1OC2	0.8	-2.4
CN(C)C(=O)COC(=O)c1ccccc1Sc1ccccc1C#N	-1.1	2
CCCc1ccc2oc(C(=O)N3CCC(COC)C3)c(C)c2c1 (stereo not drawn)	1.1	2.1
CC(C)CO/C(=N/S(=O)(=O)c1ccccc1)c1ccccc1	-1.4	-3.5
C=CCNC(=O)c1ccc2c(=O)n(Cc3ccccc3OC)c(=S)[nH]c2c1	0.5	0
O=C(CSc1nc2ccccc2c(=O)n1-c1ccccc1)NCc1ccco1	-1.5	-1.9
CCOC(=O)C(Oc1ccc(=O)n(-c2ccccc2)n1)C(C)=O (stereo not drawn)	-1.5	0.3
COc1ccc(NC(=O)CSc2cn[nH]n2)cc1OC	-1.6	-2.6
COC(=O)CNC(=O)C1CCN(C(=O)OCc2ccccc2)CC1	-1.0	.
CN(CCO)CC(O)Cn1cnc2c1c(=O)n(C)c(=O)n2C (stereo not drawn) (tested in a mixture with another compound)	0.1	-1.5
O=C(O)c1cccc(-c2ccc(/C=N/Nc3ccc([N+](=O)[O-])cc3)o2)c1	1.2	-1.2
Cc1nn(S(=O)(=O)c2cccs2)c(C)c1Sc1ccc([N+](=O)[O-])cc1	-2.0	0.61
O=C(NCCCN1CCOCC1)c1cn(-c2ccccc2)nc1-c1cccs1	0.1	-4.5*

Sorted by value in STK33 inh (largest number first): 3 from the list above.
SMILES,STK33 inh
NCCNc1ccc([N+](=O)[O-])c(Sc2nc3ccccc3[nH]2)c1,0.2
O=C(NCCCN1CCOCC1)c1cn(-c2ccccc2)nc1-c1cccs1,0.1
Cc1c(Cl)cccc1NC(=O)CC1SC(=NCC2CCCO2)NC1=O (stereo not drawn),-1.9

Next part
SMILES	STK33 inh	Kir21 block
CC(C)(C)NC(=O)Cn1c(SCC(=O)NC2CCCCC2)nc2ccccc21	0.0	0
Cc1ccc(Cn2c(=S)[nH]c3ccc(N4CCOCC4)cc3c2=O)o1	1.5	0.02
Cc1ccc(NC(=O)O/N=C/c2ccc(Br)cc2)cc1	-2.0	-1
O=C1c2ccccc2NC(c2cccs2)N1NS(=O)(=O)c1ccccc1 (stereo not drawn)	-4.8	-1.1
CCOc1ccc(N2CC(C(=O)N3CCN(C(=O)c4ccco4)CC3)CC2=O)cc1 (stereo not drawn)	-0.2	-0.61
Cc1ccc(S(=O)(=O)N2CCOC2CNC(=O)C(=O)NCCCN2CCOCC2)cc1 (stereo not drawn)	0.5	0.01
O=C(NCc1ccccc1Cl)c1cnc2ccccc2n1	-1.1	0.67
CCC(CO)Oc1cc(NCc2ccccc2)c2ncn(C3CCCC3)c2c1 (stereo not drawn)	3.3	.
CC1CCC2C(=O)N(c3ccccc3OC(=O)c3ccccc3F)C(=O)C2C1 (stereo not drawn)	-2.2	-1.4
COc1ccc(-c2oc(/N=C/N3CCOCC3)c(C#N)c2-c2ccc(OC)cc2)cc1	0.5	-1.5
CCOC(=O)c1[nH]c2ccccc2c1NC(=S)Nc1ccccc1	0.8	1.2
CC(C)(C)n1ncc2c(=O)n(Cc3ccc(Cl)c(Cl)c3)cnc21	-0.5	2.4
CN(Cc1nnc(-c2ccc(F)cc2)o1)c1ccccc1	-0.7	0
NS(=O)(=O)c1ccc(CCNC(=O)CSc2ccc([N+](=O)[O-])cc2)cc1	-0.6	-0.01
CCCOC(=O)c1ccc(NC(=O)C2CCCO2)cc1 (stereo not drawn)	-2.6	1.2

Copied from the list:
For STK33 inh, `CCCOC(=O)c1ccc(NC(=O)C2CCCO2)cc1` (stereo not drawn) shows -2.6
For Kir21 block, `O=C1c2ccccc2NC(c2cccs2)N1NS(=O)(=O)c1ccccc1` (stereo not drawn) shows -1.1
For Kir21 block, `O=C(NCc1ccccc1Cl)c1cnc2ccccc2n1` shows 0.67

Next compounds.
SMILES	STK33 inh	Kir21 block
O=C(CSc1nnc(COc2cccc3ccccc23)o1)N1c2ccccc2CCc2ccccc21	-0.9	0.98
COCCNC(=S)N/N=C/c1c(C)[nH]c2ccccc12	-0.8	0.07
Cc1cc(-c2nn(-c3ccccc3)cc2/C=C2\SC(N)=NC2=O)ccc1OC(C)C	-1.5	1.5
CC(C)(C)NC(=O)COC(=O)c1cc(F)c(F)cc1Cl	-0.5	1.1
CCOC(=O)Cc1csc(NC(=O)/C=C/c2ccc(OC)cc2)n1	0.0	1.3
CCc1ccc(NC(=S)Nc2cccc(OC)c2)cc1	-0.4	-1
Cc1[nH]c2ccccc2c1/C=N/NC(=O)c1cc(C(C)C)[nH]n1	0.5	-1.2
Cc1ccc2[nH]c3c(c2c1)CCNC3=O	1.7	-1.4
O=C(Nc1ccc(Cl)c(C(F)(F)F)c1)[C@@H]1CC=C[C@@H]2CCN(Cc3ccccc3)C(=O)[C@@H]21	-1.5	-0.32
COc1ccc(/C=C/C(=O)NC(=S)Nc2ccccc2C(=O)NC2CCCCC2)cc1	-1.7	-0.01
CCCCOc1ccc(C(=O)NCC(=O)NCC(c2ccc(F)cc2)N2CCOCC2)cc1 (stereo not drawn)	0.0	0.25
O=C(c1ccncc1)N1CCN(S(=O)(=O)c2cccc(F)c2)CC1	0.1	2.1
CCOc1ccccc1NC(=O)COC(=O)C1CC1	-0.4	2
CCCOc1ccc(N2C(=O)CC(N(CCCO)C(=O)CC)C2=O)cc1 (stereo not drawn)	0.0	0.3
COc1ccc(N2CCN(C(=O)c3oc4ccccc4c3C)CC2)cc1	-0.9	0.83
CN(C)c1ccc(C(C(=O)NCC2CCCO2)N(Cc2ccco2)C(=O)c2snc(C(N)=O)c2N)cc1 (stereo not drawn)	-2.5	-0.02
C/C(=N/Nc1ccccc1[N+](=O)[O-])c1ccc(C)c([N+](=O)[O-])c1	.	0.88
Nc1nc(-c2ccccc2)c(-c2ccccc2)o1	0.9	-0.9
CCOC(=O)N1CCN(C(=O)c2ccc3nc(N4CCCCC4)sc3c2)CC1	0.4	-0.07
Cc1cnc(C(=O)Nc2ccccc2C(=O)N2CCOCC2)cn1	-1.4	0.24
CCCCn1c(N)c(N(CCOC)C(=O)CN(C)CC(=O)Nc2ccc(Cl)c(Cl)c2)c(=O)[nH]c1=O	-1.2	.
COc1ccc(-c2nnc(SCC(=O)N3CCCC3=O)n2N)cc1OC	-0.8	.
